Compound activity as filed in PubChem BioAssay.
ADAM17 inh: inhibits human ADAM17 | P78536 | recombinant ADAM17, EDANS/DABCYL FRET peptide cleavage | inhibition, % at 6.95 µM | actives 0.83% (n = 370,000);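 active means inhibition above the mean of compounds lying between control limits plus 3 SD, set per campaign, cut at about 8.5% in these data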;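 further: 0% = DMSO-only wells as the low control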
NPR1 activator: GC-A (human) enzyme activation | HEK293 GC-A cells, cGMP TR-FRET, EC30 ANP; 0% at EC30 ANP, 100% saturating ANP | actives 0.14% (n = 370,000) | AID 1671463 | activation, % at 10 µM; in the data active means activation above about 40%
Target sequence (P16066 whole entry, looked up): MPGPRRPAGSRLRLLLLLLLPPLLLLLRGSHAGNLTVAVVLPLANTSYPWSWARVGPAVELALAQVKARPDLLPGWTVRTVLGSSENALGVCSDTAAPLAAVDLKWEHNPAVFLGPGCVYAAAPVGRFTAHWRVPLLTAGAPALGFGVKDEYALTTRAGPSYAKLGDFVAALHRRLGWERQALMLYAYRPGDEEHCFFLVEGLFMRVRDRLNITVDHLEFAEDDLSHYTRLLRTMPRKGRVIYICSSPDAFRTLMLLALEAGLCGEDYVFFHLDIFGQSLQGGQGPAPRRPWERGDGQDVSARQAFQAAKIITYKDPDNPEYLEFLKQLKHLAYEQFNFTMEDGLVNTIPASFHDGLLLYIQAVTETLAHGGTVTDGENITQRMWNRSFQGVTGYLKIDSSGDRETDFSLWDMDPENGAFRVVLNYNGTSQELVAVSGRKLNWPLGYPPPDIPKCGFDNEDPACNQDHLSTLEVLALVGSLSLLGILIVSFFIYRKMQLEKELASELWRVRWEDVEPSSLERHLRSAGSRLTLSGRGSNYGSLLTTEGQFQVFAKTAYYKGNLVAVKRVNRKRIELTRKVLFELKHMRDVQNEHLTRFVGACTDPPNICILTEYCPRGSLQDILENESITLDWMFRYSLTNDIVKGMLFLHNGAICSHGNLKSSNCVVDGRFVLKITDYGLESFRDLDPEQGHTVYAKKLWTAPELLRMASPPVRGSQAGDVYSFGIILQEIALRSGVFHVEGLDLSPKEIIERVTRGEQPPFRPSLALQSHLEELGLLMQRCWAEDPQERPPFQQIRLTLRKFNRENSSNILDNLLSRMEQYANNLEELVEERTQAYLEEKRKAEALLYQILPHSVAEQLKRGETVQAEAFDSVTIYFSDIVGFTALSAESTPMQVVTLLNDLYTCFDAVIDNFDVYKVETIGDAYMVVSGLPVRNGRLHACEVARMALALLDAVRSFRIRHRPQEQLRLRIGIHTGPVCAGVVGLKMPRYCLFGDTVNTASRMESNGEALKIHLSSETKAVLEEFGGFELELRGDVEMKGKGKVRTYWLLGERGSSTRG
hgDAF-12 ag: agonists of H. glycines DAF-12 nuclear receptor; actives 1.8% (n = 370,000); activation, % at 6.8 µM; HEK293 GAL4-hgDAF12 UAS-luciferase reporter, agonist luminescence; normalized to butyrate control;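 active means activation above a cutoff set at the mean of all screened compounds plus 3 SD, cut at about 10% in these data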;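 further: 0% = DMSO wells and 100% = sodium butyrate wells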
PG9 binder: small molecules binding HIV-1 gp120 antibody PG9; actives 0.43% (n = 360,000); AID 624416; TR-FRET gp120-PG9 antibody binding; inhibition, % at 6.7 µM; in the data active means inhibition above about 8.5%
ssDAF12 agonist: activates DAF-12 receptor from parasite S. stercoralis; HEK293 ssDAF-12/GRIP1 lit1-tk-luc reporter, luminescence; % of 3 µM dafachronic acid response; actives 1% (n = 370,000); activation, % at 6.8 µM;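 active means activation above the mean over all tested compounds plus 3 SD, cut at about 0.9% in these data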;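 further: 0% = DMSO-only wells and 100% = 3 µM delta7-dafachronic acid wells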
FXN GAA850 act: activators of GAA850 frataxin (FXN) promoter; HEK293 lucGAA850 FXN promoter luciferase reporter, 24 h; percent of 10 µM SAHA response; AID 540364; actives 0.56% (n = 360,000); activation, % at 6 µM;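 active means activation above the average of all compounds screened plus 3 SD, cutoff fixed separately per campaign, cut at about 7.5% in these data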;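 further: 0% = DMSO wells and 100% = 10 µM SAHA wells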
DAX1 inh-1: inhibitors of human orphan nuclear receptor DAX1 (NR0B1); AID 504766; inhibition, % at 6.75 µM; P51843; HEK293 Gal4-DAX1 luciferase reporter, luminescence; actives 0.99% (n = 340,000);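 active means inhibition above the mean over all tested compounds plus 3 SD, cut at about 4.2% in these data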;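 further: 0% = DAX1-transfected cells with DMSO and 100% = empty-vector control cells with DMSO; inhibition shows as a rise in luminescence from relieved DAX1 repression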
SMARCA2 act: activators of SMARCA2 function; MG213 cells, MMTV-luciferase reporter, dexamethasone, overnight; activation, % at 9.1 µM; actives 1% (n = 370,000); AID 652017; in the data active means activation above about 7.8%;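 further: 0% = vehicle wells and 100% = reference activator wells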
DAX1 inh-2: inhibitors of DAX1 repression of SF-1 activated StAR promoter. HEK293T StAR-luciferase reporter, SF-1/DAX-1 repression relief. inhibition, % at 6.8 µM. actives 1.1% (n = 370,000). AID 652010;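 active means inhibition above the mean over all tested compounds plus 3 SD, cut at about 3.6% in these data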;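 further: 0% = DAX-1 cells with DMSO and 100% = cells lacking DAX-1 with DMSO; higher inhibition means more luminescence from relief of DAX-1 repression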
ADAM10 inh: inhibitors of human ADAM10; actives 0.62% (n = 370,000); inhibition, % at 7 µM; recombinant ADAM10, EDANS/DABCYL FRET peptide cleavage, 3 h; AID 720582; O14672;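 active means inhibition above a per-campaign cutoff equal to the mean of compounds falling between control-based bounds plus 3 SD, cut at about 20% in these data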;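 further: 0% = DMSO wells while the 100% control is not disclosed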
hcDAF-12 act: activates DAF-12 receptor from parasite H. contortus; actives 1.4% (n = 370,000); activation, % at 6.8 µM; HEK293 hcDAF-12 lit1-tk-luc reporter, luminescence; 0% DMSO, 100% Δ7-dafachronic acid;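 active means activation above the mean of all tested compounds plus 3 SD, cut at about 5.5% in these data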;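 further: 100% = response to 3 µM Δ7-dafachronic acid high control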
* hit, by the source's call; i = inactive; . = not tested or not shown.

SMILES	ADAM17 inh	NPR1 activator	hgDAF-12 ag	PG9 binder	ssDAF12 agonist	FXN GAA850 act	DAX1 inh-1	SMARCA2 act	DAX1 inh-2	ADAM10 inh	hcDAF-12 act
Cc1ccc(-c2cc3ccccc3nc2N2CCOCC2)cc1	-4.1	-3.0	0.1	1.0	-0.1	0.8	.	-0.3	0.3	-7.6	0.4
CC12CN3CC(C)(CN(C1)C3c1cc3ccccc3[nH]1)C2=O (stereo not drawn)	-2.3	-17.7	-1.9	0.5	-1.1	0.3	-0.9	-1.8	-0.6	-4.5	0.8
O=C(COC(=O)C1CCC1)NCc1ccccc1Cl	-2.7	-4.3	0.3	-2.8	-1.2	-0.8	-0.4	-1.3	0.4	-0.6	-0.7
COc1ccc(NC(=O)NC2CCCc3ccccc32)c(OC)c1 (stereo not drawn)	-7.2	-1.0	-1.5	0.9	-0.2	-0.6	-0.7	-1.2	-0.6	-5.9	-2.1
CCN(Cc1ccccc1)C(=O)CCS(=O)(=O)c1ccc2c(c1)CCN2C(C)=O	-5.8	2.2	-0.8	-2.3	-1.5	-0.6	0.0	-0.9	-0.2	0.3	-2.3
CC(C)(C)OC(=O)N1CCN(C(=O)[C@H](Cc2ccc(O)cc2)n2cc(CCO)nn2)CC1	1.1	-0.6	-1.1	0.8	-0.7	0.7	3.0	2.6	0.6	1.7	-1.6
COc1cc(/C=C/C(=O)N2CCCc3ccccc32)cc(OC)c1OC	2.7	-0.8	-4.5	-2.0	-1.2	-0.7	-0.5	-3.3	0.0	0.4	-3.2
CC1(C(=O)Nc2ccc3c(c2)OCO3)Cc2c(-c3ccccc3)ccnc2O1 (stereo not drawn)	-3.7	-3.3	-1.3	-2.5	-1.0	1.9	.	-1.9	-0.7	-6.2	0.7
CCCOC(=O)C1=C(C)NC2=C(C(=O)CCC2)C1c1cc(OC)ccc1OC (stereo not drawn)	-3.5	-24.5	-0.4	1.0	-1.7	1.4	-0.2	-3.0	-0.2	-12.5	-1.4
Cc1nc(SCC(=O)Nc2ccccc2Cl)c2c(C)c(C)sc2n1	-5.8	0.3	-1.4	18.9*	-0.7	2.5	-0.3	-2.3	0.1	-5.3	-1.6
COCCCC1CCN(C(=O)c2cc(COc3cc(C)ccc3C)on2)CC1	-0.8	-3.5	7.4	0.0	0.6	3.2	0.8	4.5	1.5	8.1	4.1
COc1ccccc1-c1nnc(N(C)C(=O)C2CCCO2)s1 (stereo not drawn)	-36.5	0.9	0.1	-1.3	-1.2	0.4	0.3	-1.2	-0.3	-119.1	-1.7
O=C(CCNC(=O)c1ccc([N+](=O)[O-])cc1)NC1CCCCC1	-2.9	-1.0	-0.7	-1.4	-1.5	0.3	-0.2	-0.1	0.2	3.1	0.4
CCOc1cc(C(=O)Nc2ccncc2)cc(OCC)c1OCC	-3.4	0.7	0.8	-2.2	-1.8	2.2	0.8	-1.4	0.1	-9.1	-0.8
O=S1(=O)CCN(Cc2ccc(Cl)cc2)CC1	9.2*	2.4	-2.6	1.0	-0.6	-1.3	0.3	-1.4	-0.2	12.6	-0.7
COc1ccc(C(=O)NC(=S)Nc2ccccc2F)cc1	-3.6	1.0	10.9*	1.2	-0.5	6.0	0.9	0.5	1.2	-5.1	1.7
CCC1(C)Cc2c(sc3nnn(CC(=O)Nc4ccccc4)c(=O)c23)CO1 (stereo not drawn)	-2.0	2.1	-1.1	1.0	-1.7	0.0	-1.4	1.0	-0.5	4.7	-2.4
CCOc1cc(NC(=S)NCC2CCCO2)c(OCC)cc1NC(=O)c1ccc(OC)cc1 (stereo not drawn)	-3.6	0.8	-1.3	-1.6	-0.7	-1.0	0.7	1.2	-0.8	-11.9	1.0
Clc1ccc2nc(SCc3nnc(-c4ccccc4)o3)[nH]c2c1	-0.3	3.5	-0.6	3.7	-1.1	-1.9	0.1	-1.9	-0.3	10.6	-1.1
CCOC(=O)C1CCN(C(=O)c2ccc3c(c2)OCCO3)CC1	-2.4	-0.6	3.5	0.8	-0.6	1.1	0.4	4.4	2.7	-16.8	0.6
COc1ccccc1NC(=O)NC1(C(=O)N2CCCCC2)CCCCC1	-0.2	1.4	1.9	-2.5	-0.9	-0.9	1.1	-0.9	0.3	3.5	-2.4
CCc1ccc(Nc2ncc3c(n2)CC(c2ccc(OC)cc2)CC3=O)cc1 (stereo not drawn)	-5.1	-4.8	-1.2	-1.3	-0.5	2.7	-0.3	4.5	-1.1	-1.7	1.1
Cn1c(=O)[nH]c(=O)c2c1nc(NN)n2CCOc1ccccc1	-6.8	0.5	7.3	-0.5	-0.9	-1.1	0.8	4.3	0.6	-14.7	0.7
COC(=O)c1ccc(NS(=O)(=O)N(C)C)cc1	-3.8	-0.1	0.0	-0.7	-0.8	0.4	-0.1	-2.2	0.3	1.7	0.9
CC(=O)c1ccc(N(C(=O)Cn2nnc(-c3ccccc3)n2)C(C(=O)NC2CCCCC2)c2ccccn2)cc1 (stereo not drawn)	3.2	1.4	0.4	-1.0	-0.7	0.6	-0.8	1.9	0.0	8.2	-2.3

The results go on:
SMILES	ADAM17 inh	NPR1 activator	hgDAF-12 ag	PG9 binder	ssDAF12 agonist	FXN GAA850 act	DAX1 inh-1	SMARCA2 act	DAX1 inh-2	ADAM10 inh	hcDAF-12 act
CCN(CC)C(=O)CC[C@H]1CC[C@]2(CCCN(Cc3cccc4ccccc34)C2)O1	0.2	-1.4	-1.4	.	-0.9	.	.	0.1	0.3	4.4	-1.4
COc1cc(/C=C(\C#N)C(=O)Nc2cccc3ncccc23)cc(OC)c1OC	-438.1	21.5	-1.5	-0.6	-0.8	2.0	0.1	-3.7	-0.3	i	-0.8
Cn1cnnc1SCC(C)(C)NS(=O)(=O)c1ccc(Cl)cc1	2.2	5.2	-0.3	-1.7	-0.6	-2.2	1.6	-2.1	-0.3	-2.2	1.2
CCC(C(=O)NC1CCCC1)N(C(=O)Cn1nnc(-c2ccc(C)o2)n1)c1cnc2ccccc2c1 (stereo not drawn)	-7.2	-2.4	-3.7	1.6	-1.6	-2.7	0.2	-4.9	-0.9	-11.3	-1.6
Cc1ccc(NCc2nc3ccccc3n2C)cc1	0.9	-2.8	14.5*	-0.9	3.5*	6.3	2.9	4.2	6.3*	-7.1	14.8*
Cc1cccc(NC(=O)c2cc(NC(=O)C3CCCCC3C(=O)O)ccc2N2CCOCC2)c1 (stereo not drawn)	-4.8	3.1	0.0	-0.1	-0.8	0.7	0.8	-1.7	-2.1	-8.8	4.1
CCCCCN1CCCCC(NC(=O)c2ccccc2OC)C1=O (stereo not drawn)	-1.8	-1.5	0.8	.	-1.2	.	.	0.7	-1.2	1.6	-2.0
Cc1nc2ccccc2c2c1C(=O)N(C)C2=O	-1.3	6.8	1.8	0.3	-0.6	2.4	-0.9	-1.0	0.0	-0.3	2.3
O=C(CSc1nnc(-c2cccc(Br)c2)o1)NCC1CCCO1 (stereo not drawn)	-0.3	-0.3	-1.7	0.7	-1.2	-0.5	-0.4	-3.9	-0.1	-8.1	3.3
O=C(OCC#CCSc1nnc(-c2cccc3ccccc23)o1)c1ccc(SC(F)(F)F)cc1	1.0	-0.9	0.3	.	-1.5	.	.	.	.	-2.6	-2.8
CC(C)CC(c1nnnn1CCc1ccccc1)N1CCN(C(=O)c2ccco2)CC1 (stereo not drawn)	3.1	-6.6	-1.2	0.6	-1.5	-1.0	-0.5	-3.3	-0.3	-6.4	-0.5
Cn1c(S(=O)(=O)c2ccc([N+](=O)[O-])cc2)nc(Br)c1Br	-0.9	-0.1	-0.9	-3.0	-0.3	-0.8	-0.2	-2.5	-0.9	-0.8	-1.7
COc1ccccc1N1CCN(C(=O)C2c3ccccc3Oc3ccccc32)CC1	2.5	-19.8	-2.1	-4.0	-1.4	-3.3	-1.9	-0.8	-2.2	7.3	-1.0
CCOC(=O)N1C(=O)[C@@](CC)(c2ccccc2)N1C(=O)OCC	-7.1	-15.9	-1.7	0.7	-1.2	-0.5	1.5	-0.9	-0.4	-6.0	-0.8
Cc1ccc(C(C)C)c(OCCNCc2ccccc2)c1	-0.3	-15.3	-1.1	-2.8	-1.2	0.4	-0.2	-2.9	-0.1	-1.3	-0.8
Cc1ccc(N)c(C(O)(C(F)(F)F)C(F)(F)F)c1	-3.3	5.6	2.8	-1.0	-1.5	-0.3	0.7	-1.6	-0.8	3.8	2.0
O=C(c1ccccc1N1CCOCC1)N1CCCC(Nc2ccc(F)cc2)C1 (stereo not drawn)	0.6	-2.0	0.5	-0.9	-1.9	-0.8	-0.4	-1.6	-1.8	2.8	2.9
CCOC(=O)c1nnn2c3ccccc3c(=O)n(C)c12	-10.3	2.8	-0.5	-3.2	-1.1	3.4	.	-2.1	-0.5	-7.8	-1.7
COC(=O)CCNS(=O)(=O)c1ccc2nsnc2c1	0.2	2.7	-1.3	-0.3	-1.0	-0.8	-0.5	0.4	0.5	-5.2	-1.6
O=S1(=O)N=C2CCCCCN2C(c2ccc(F)cc2)N1 (stereo not drawn)	-3.0	0.9	-1.3	1.1	-0.9	-1.4	1.8	-2.4	-0.7	0.2	-0.7
CCCn1nc(NC(=O)c2cccs2)c2cc3ccccc3nc21	-17.1	6.0	-1.4	-3.4	-1.8	-0.2	-1.3	-0.1	-1.6	-79.6	-0.9
Cc1noc(C)c1C(=O)N1CCN(S(=O)(=O)c2cccc(Cl)c2Cl)CC1	-4.7	-2.6	-0.6	0.7	-2.0	2.5	-0.2	-0.8	0.2	-1.3	0.0
COC(=O)c1ccc(C(=O)OC)c(NC(=S)N2CCCC(CO)C2)c1 (stereo not drawn)	-158.4	-1.1	2.8	0.0	-0.8	2.4	0.8	-2.7	-0.2	-428.3	2.4
CC(Cc1n[nH]c(=S)o1)c1ccccc1 (stereo not drawn)	5.8	.	-3.2	-1.3	-1.1	-0.2	2.5	-2.2	0.7	3.4	0.0
Cc1ccc(-c2ccc(/C=N/c3ncn[nH]3)o2)cc1Cl	-18.1	2.2	-1.0	-0.3	-0.9	-0.3	0.9	-0.6	-0.4	-56.5	-0.7

Further structures.
SMILES	ADAM17 inh	NPR1 activator	hgDAF-12 ag	PG9 binder	ssDAF12 agonist	FXN GAA850 act	DAX1 inh-1	SMARCA2 act	DAX1 inh-2	ADAM10 inh	hcDAF-12 act
CCN(CC)CCCNC(=O)c1[nH]c2ccccc2c1Sc1ccc(Cl)cc1	5.0	-2.5	4.2	0.6	-0.2	0.8	-0.8	-1.4	-0.2	18.8	1.7
Cc1nc2ccccc2n1CSc1ccccc1	2.2	-10.3	-3.7	0.2	-0.4	2.0	-0.3	-4.2	-0.4	-8.4	-3.2
N=c1sccn1CC(=O)Nc1ccccc1Cc1ccccc1	-1.1	-3.8	1.0	-4.5	-1.8	-1.7	0.7	2.4	-0.9	5.4	-0.9
[O-][n+]1c2ccccc2c2n1CCN1CCOC21c1ccc(Cl)cc1 (stereo not drawn)	-44.4	-4.9	0.6	0.3	-0.3	2.0	-0.1	3.3	-0.1	-146.7	5.1
CCOc1ccccc1NC(=O)CCNC(=O)c1ccc(Cl)cc1	-5.0	-3.5	0.3	-0.9	-1.4	-0.3	1.4	-2.5	-1.2	-12.8	-0.8
COc1cccc(-c2ccc3c(N)c(C(=O)NC4CC4)sc3n2)c1	-22.1	10.6	10.5*	0.7	-0.6	0.8	4.7*	12.6*	1.0	-59.3	1.3
